Source: PubChem BioAssay (National Center for Advancing Translational Sciences (NCATS))
MCF10A rerep: DNA re-replication induction in MCF 10a cells. MCF 10A DNA re-replication, Hoechst nuclear intensity, 48 h. Potency, µM (series often up to 46.1 µM), inactives show at the top dose activity, positive = re-replication, actives largely listed as activators. 350,000 compounds, 2.9% hits; note: potency is the fitted concentration of half-maximal effect; % of control where 0% means no effect; nearly all actives have a fitted effect of over 50% in size
KB-3-1 tox: KB-3-1 parental cell cytotoxicity; KB-3-1 viability, CellTiter-Glo ATP luminescence, 72 h; Potency, µM (doses to about 46.1 µM), without a hit: at the top dose activity change, negative = cytotoxic, hits mostly cytotoxic; 400,000 compounds, 1.4% hits; AID 1347075; note: potency is the fitted concentration of half-maximal effect; % is set by controls: 0 for no effect and ±100 for the full control effect; nearly all actives have a fitted effect of over 60% in size
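KB-3-1 parental drug-naive adenocarcinoma cells in DMEM/10% FBS, incubated 72 h at 37 C with pin-transferred compounds across a concentration series. Viability by CellTiter-Glo luminescence; concentration-response curves fitted after normalization.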
ATXN2 expr inh: inhibitors of ATXN2 expression. Potency, µM (doses to about 57 µM), without a hit: at the highest dose activity change, negative = inhibition, hits mostly inhibitors. 360,000 compounds, 0.72% hits. AID 1745845. HEK-293 ATXN2-luciferase reporter, luminescence, 24 h; note: potency is the fitted concentration of half-maximal effect; % is set by controls: 0 for no effect and ±100 for the full control effect; nearly all actives have a fitted effect of over 55% in size
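ATXN2-luciferase reporter cells (luciferase flanked by upstream and downstream ATXN2 gene portions) were treated 24 h at 37 °C with compounds at up to 57 uM. SteadyGlo luminescence gave expression; GF-AFC fluorescence gave viability.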
WRN helicase inh: WRN helicase (human) inhibition. WRN helicase unwinding, fluorescent forked duplex, kinetic. 360,000 compounds, 0.46% hits. Q14191. Potency, µM (highest dose often 114 µM), for the others: at the highest dose activity change, negative = inhibition, actives largely listed as inhibitors. AID 651768; note: potency is the fitted concentration of half-maximal effect; % is set by controls: 0 for no effect and ±100 for the full control effect; nearly all actives have a fitted effect of over 55% in size
Target sequence (Q14191 whole entry, looked up): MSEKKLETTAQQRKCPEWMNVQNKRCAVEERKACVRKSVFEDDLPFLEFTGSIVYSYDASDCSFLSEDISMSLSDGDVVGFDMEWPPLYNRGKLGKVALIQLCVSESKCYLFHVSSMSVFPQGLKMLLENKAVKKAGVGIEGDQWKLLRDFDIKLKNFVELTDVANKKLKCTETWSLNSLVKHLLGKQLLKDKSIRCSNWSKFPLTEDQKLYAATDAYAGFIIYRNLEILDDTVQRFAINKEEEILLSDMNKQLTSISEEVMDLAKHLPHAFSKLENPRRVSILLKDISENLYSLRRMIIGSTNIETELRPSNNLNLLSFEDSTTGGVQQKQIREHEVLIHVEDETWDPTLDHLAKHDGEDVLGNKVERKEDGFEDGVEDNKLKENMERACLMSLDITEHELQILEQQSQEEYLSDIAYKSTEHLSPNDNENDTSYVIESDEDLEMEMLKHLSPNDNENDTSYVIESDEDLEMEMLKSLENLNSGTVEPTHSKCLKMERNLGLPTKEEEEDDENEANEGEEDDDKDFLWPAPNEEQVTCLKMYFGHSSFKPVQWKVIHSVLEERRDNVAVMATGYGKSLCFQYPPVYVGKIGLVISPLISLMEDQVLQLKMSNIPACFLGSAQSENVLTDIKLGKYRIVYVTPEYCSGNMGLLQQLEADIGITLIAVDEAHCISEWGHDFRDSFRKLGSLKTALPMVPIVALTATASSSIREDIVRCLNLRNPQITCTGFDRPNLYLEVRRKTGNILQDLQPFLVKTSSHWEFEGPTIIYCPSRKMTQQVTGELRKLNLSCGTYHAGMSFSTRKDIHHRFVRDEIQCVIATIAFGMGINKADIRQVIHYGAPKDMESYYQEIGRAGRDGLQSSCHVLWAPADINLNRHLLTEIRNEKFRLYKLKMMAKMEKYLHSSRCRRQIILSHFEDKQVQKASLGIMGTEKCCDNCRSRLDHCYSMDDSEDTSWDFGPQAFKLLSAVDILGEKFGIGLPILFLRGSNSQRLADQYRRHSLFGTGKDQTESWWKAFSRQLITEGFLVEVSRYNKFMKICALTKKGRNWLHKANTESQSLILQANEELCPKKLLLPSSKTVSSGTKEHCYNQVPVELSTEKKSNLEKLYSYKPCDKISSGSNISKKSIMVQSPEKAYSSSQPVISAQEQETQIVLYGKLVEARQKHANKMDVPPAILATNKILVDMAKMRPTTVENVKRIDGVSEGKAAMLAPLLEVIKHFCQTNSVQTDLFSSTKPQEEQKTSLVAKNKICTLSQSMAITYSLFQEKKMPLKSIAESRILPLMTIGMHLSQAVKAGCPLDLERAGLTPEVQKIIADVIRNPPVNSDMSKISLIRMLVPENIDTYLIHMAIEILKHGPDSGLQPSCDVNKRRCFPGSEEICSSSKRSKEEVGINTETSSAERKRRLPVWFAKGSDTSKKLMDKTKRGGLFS
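Primary qHTS, 1536-well format. 20 nM WRN + compound, 15 min RT; start with 100 nM forked fluorophore/quencher duplex, 2 mM ATP (final); kinetic read ex 525/em 598 nm.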
HT1080-NT tox: kills 2HG-producing HT-1080-NT fibrosarcoma cells | HT-1080-NT fibrosarcoma viability, CellTiter-Glo ATP luminescence, 48 h | Potency, µM (top dose mostly 46.1 µM), inactives show at the top dose activity, negative = less viability, usual class: cytotoxic | 360,000 compounds, 1.6% hits | AID 686970;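 note: NT is the 2HG producing partner of a matched IDH1 knockdown line; potency is the fitted concentration of half-maximal effect; 0% = DMSO-treated cells and -100% = media-only wells without cells; nearly all actives have a fitted effect of over 55% in size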
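HT-1080-NT; 750 cells/well; 5% FBS RPMI; 48 h compound, 37 degrees C; CellTiter-Glo luminescence; curve fitting and curve-class assignment.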
IL1B secr inh: blocks inflammasome-driven IL-1 beta release; THP-1 LPS/ATP IL-1B secretion, AlphaLISA, 16 h; hits give low values; activity change, % at 57.5 µM; 360,000 compounds, 4.7% hits; AID 743279; in the data active = activity change below about -50%; inconclusive = mostly about -30% to -49%; note: % is set by controls: 0 for no effect and ±100 for the full control effect
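Secreted IL-1B measured by AlphaLISA bead assay after 16 h compound exposure of THP-1 cells; compounds (final up to 57.5 uM) added 1 h before LPS (250 ng/mL) and ATP (1.25 mM) stimulation; lower signal means less secretion.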
HT1080 IDH1KD tx: toxicity to HT-1080 IDH1 knockdown cells (counter line) | HT-1080 IDH1 knockdown viability, ATP luminescence, 48 h | Potency, µM (doses to about 46.1 µM), for the others: top-dose activity, negative = toxicity, usual class: cytotoxic | 360,000 compounds, 2% hits | AID 686971;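 note: potency is the fitted concentration of half-maximal effect; 0% = DMSO wells and -100% = cell-free medium wells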
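CellTiter-Glo luminescence after 48 h compound exposure at 37 degrees C of IDH1-knockdown HT-1080 cells in 5% FBS RPMI. %Activity scaled between DMSO wells and cell-free media wells, with curves fitted and assigned curve classes.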
SW480 rerep: inducers of DNA re-replication in SW480 colon cancer cells; Potency, µM (titrated, usually from 46.1 µM), for inactives: top-dose re-replication activation, usual class: activators; AID 624297; 340,000 compounds, 1.8% hits; SW480 DNA re-replication, Hoechst DNA content imaging, 48 h; note: potency is the fitted concentration of half-maximal effect; % of control where 0% means no effect; nearly all actives have a fitted effect of over 55% in size
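Treated cells incubate 48 hr (37 C, 5% CO2), are stained 40 min with Hoechst, and nuclear fluorescence is enumerated; a rise in nuclei with high DNA signal marks re-replication.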
KB-V1 cytotox: KB-V1 MDR subline cytotoxicity; AID 1347076; Potency, µM (doses to about 46.1 µM), for the others: top-dose activity change, negative = cytotoxicity, most hits filed as cytotoxic; 400,000 compounds, 3.4% hits; KB-V1 MDR cells viability, CellTiter-Glo, 72 h; note: potency is the fitted concentration of half-maximal effect; % is set by controls: 0 for no effect and ±100 for the full control effect; nearly all actives have a fitted effect of over 60% in size
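KB-V1, DMEM (no phenol red) + 10% FBS; cpd pin-transferred, titration series; 72 h, 37 degrees C; CellTiter-Glo, luminescence. Data normalized, curve-fit.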
Starred values were filed as active, the others as inactive; i = inactive; ? = inconclusive; . = no result given; [ ] = remark or other dose. Unless noted, calls come from the whole dose curve; as a rule, active = well fitted curve in the direction sought with a large enough effect; inconclusive = small, poorly fitted or top-dose-only effect, or another doubt; inactive = no such curve, though single readings can be large; an effect the other way counts as inactive or inconclusive. Random draw from the library. Share with any hit: about 12%.

item | SMILES | MCF10A rerep | KB-3-1 tox | ATXN2 expr inh | WRN helicase inh | HT1080-NT tox | IL1B secr inh | HT1080 IDH1KD tx | SW480 rerep | KB-V1 cytotox
1 | COc1ccc(CNC(=O)C2CCN(C(=O)c3ccco3)CC2)cc1 | 4% | 15% | -6% | 18% | 9% | 8 | 3% | -22% | 0%
2 | COc1ccc(C(=O)Cn2nnc(-c3ccccc3F)n2)cc1 | 4% | -3% | -3% | -16% | -1% | -15 | 14% | 3% | 14%
3 | COc1ccc(O)c(CN2CCC(n3nccc3NC(=O)c3ccccc3Cl)CC2)c1 | 1% | . | -4% | -1% | -6% | -14 | -5% | 6% | .
4 | CC(NCc1ccccc1O)c1ccccc1 (configuration not stated) | -31% | -2% | -3% | 3% | 2% | 10 | -3% | 20% | 19%
5 | O=C(CCN1CCCCC1)N/N=C/c1c[nH]c2ccccc12 | 6% | -5% | 13% | -9% | ? | 38 | 11% | -7% | 0%
6 | Cn1c(CNC(=O)c2ccc3c(c2)OCO3)nnc1SCC(=O)Nc1ccccc1F | 3% | -1% | 6% | 1%[57.1 µM] | 9% | 17 | 1% | 10% | 13%
7 | N#CCC(=O)Nc1ccc(C(=O)N2CCN(S(=O)(=O)c3ccc4ccccc4c3)CC2)cc1 | 2% | 2% | 8% | -3% | 21% | ? | 6% | -1% | 6%
8 | CCOC(=O)Cn1nc(NC(=O)c2cc(OC)cc(OC)c2)cc1C | 21µM* | -1% | -24% | -1% | 1% | -3 | 2% | -2% | 1%
9 | COc1ccc(S(=O)(=O)N2CCCC(C(=O)NC3CCCCC3)C2)cc1 (configuration not stated) | 4% | 4% | -17% | 7% | -7% | 22 | ? | -2% | -9%
10 | C[C@@H]1CN([C@H](C)CO)C(=O)c2cc(NC(=O)Nc3ccc(F)cc3)ccc2O[C@@H](C)CCCCO[C@H]1CN(C)S(=O)(=O)c1cccs1 | . | 0% | 1% | 1% | -25% | ? | ? | . | 21%
11 | CC1(C(=O)NC2CCCC2)CCN1C(=O)Cc1ccc(-c2ccccc2)cc1 (configuration not stated) | . | 0% | -38% | -10% | ? | -12 | ? | . | 1%
12 | CCC(=O)Nc1cccc(NC(=S)NC(=O)c2ccccc2Cl)c1 | 6% | 1% | 29% | -6% | 1% | ? | 0% | 1% | 2%
13 | N#C/C(=C\c1ccccc1C(F)(F)F)C(=O)Nc1ccccc1 | 4% | -1% | 2% | -23% | -4% | -70* | -3% | -5% | 7%
14 | Cc1ccc(C)c(N2N=C(C(=O)Nc3cccc(S(=O)(=O)N4CCCCC4)c3)CCC2=O)c1 | 2% | ? | -5% | -33% | 2% | 0 | 2% | 14% | -1%
15 | COc1ccc(CCNC(=O)CCNC(=O)c2ccco2)cc1OC | 0% | -2% | 6% | 3% | 5% | 14 | 10% | 1% | 2%
16 | CC(=O)NC(CCS(C)(=O)=O)C(=O)Nc1cc(C)ccc1C (configuration not stated) | -3% | 3% | 3% | 0% | 0% | 6 | -2% | -4% | -10%
17 | NC(=O)SCC(=O)Nc1cccc(Cl)c1 | 16% | 0% | 5% | -23% | 7% | -62* | 8% | 4%[9.22 µM] | -11%
18 | CC1(C(=O)NS(=O)(=O)c2ccccc2Cl)CCN1C(=O)CCc1ccc(Cl)cc1Cl (configuration not stated) | . | 0% | 11% | -7% | 15% | 0 | 30% | . | 4%
19 | Cc1[nH]n(-c2ccccc2)c(=O)c1C=NCc1ccncc1 | -10% | -14% | -2% | -1% | -13% | 14 | -14% | 4% | 3%
20 | CCOC(=O)c1[nH]c2ccc(OC)cc2c1NC(=O)CCN1CCc2ccccc2C1 | 0% | 8% | -3% | -6% | -6% | -19 | -5% | -3% | 10%
21 | C[C@H](OC(=O)n1ccnc1)[C@@H]1O[C@@]2(C)CCC[C@@H]1O2 | -10% | 18% | 2% | 5% | 5% | 1 | 8% | -56%[inhibitor][9.22 µM] | -2%
22 | CCOc1ccc(Nc2nnc(Cc3ccc(OC)cc3)c(=O)[nH]2)cc1 | -1% | 1% | 8% | 6%[57.1 µM] | 15% | -4 | 8% | 1% | 16%
23 | COc1ccc(CCNC(=O)CSCc2ccc([N+](=O)[O-])cc2)cc1 | 2% | 9% | -7% | 3% | -1% | 7 | 11% | -2% | ?
24 | CCOC(=O)C1=C(C)NC(C)=C(C(=O)OCC)C1C(=O)OCC(=O)NC | -2% | 8% | 5% | 7% | 20% | 5 | 14% | -12% | 12%
25 | O=C(NCC1CCCO1)C1CCC(CNS(=O)(=O)c2ccccc2)CC1 (configuration not stated) | 0% | 0% | -4% | -4% | -5% | -5 | 2% | ? | 0%
26 | CCCCCN(C(=O)CCC(=O)OCc1ccccc1F)c1c(N)n(CCCC)c(=O)[nH]c1=O | 3% | ? | 9% | 11% | -1% | -12 | 1% | -1% | -7%
27 | O=C(NC1CCCCCC1)c1ccc[nH]c1=S | 5% | 19% | 23% | -31% | -5% | -6 | -6% | -8% | 0%
28 | CC1CCc2nc3ccccc3c(C(=O)OCC(=O)N3CCc4ccccc43)c2C1 (configuration not stated) | 3% | ? | 6% | 1% | -14% | 23 | -3% | -2% | 2.1µM*
29 | COc1ccccc1-c1nn(Cc2ccccc2)cc1/C=C/C(=O)O | -3% | -12% | 10% | -3% | 8% | 23 | 9% | -17% | 14%
30 | Cn1c(C(=O)NCCN2CCc3ccccc3C2)cc2c(=O)n(C)c3ccccc3c21 | 26% | 0% | -12% | -3%[57.1 µM] | -9% | 41 | -6% | 15% | -6%
31 | S=c1[nH]nc(COc2ccc(Cl)cc2)n1Cc1ccccc1 | 16% | -1% | -3% | -24% | 4% | 4 | 5% | -2% | -7%
32 | NC(=O)c1cc([N+](=O)[O-])ccc1NCc1cccc(N)c1 | -6% | -28% | -14% | -8% | -4% | 33 | -21% | ? | -4%
33 | O=C(CCn1nc(-c2ccc(Cl)cc2)c2ccccc2c1=O)NCCN1CCOCC1 | 1% | -1% | -5% | 5% | -20% | -5 | -4% | -4% | -2%
34 | O=C(CN1C(=O)c2ccccc2S1(=O)=O)NCc1ccc(F)cc1 | 4% | -9% | -3% | 2% | 14% | i | 24% | -10% | -1%
35 | Cc1ccc(O)c(-c2cc(C(=O)Nc3ccc(S(=O)(=O)Nc4nccc(C)n4)cc3)[nH]n2)c1 | 9% | 0% | 1% | -29%[57.1 µM] | ? | -4 | ? | -20% | 2%
36 | CC1(C)COCN1C(=O)c1ccc(C#N)cc1 | -2% | 9% | -3% | 3% | 0% | -1 | 15% | -3% | 25%
37 | CN1CCN(c2cc(C(F)(F)F)nc(-c3ccccn3)n2)CC1 | -19% | 7% | 2% | 12% | 16% | -17 | 15% | -4% | 4%
38 | CCOC(=O)c1oc2ccccc2c1CSc1nnnn1-c1ccccc1 | ? | -14% | 6% | -5% | -1% | 5 | -5% | -3% | -27%
39 | CCCCC(=O)Nc1cccc(NC(=O)c2cccc([N+](=O)[O-])c2)c1 | 3% | 1% | . | -3% | 0% | -1 | 7% | -2% | 8%
40 | CN(/N=C/c1cccs1)c1cc(=O)n(C)c(=O)[nH]1 | -1% | 2% | 4% | -14% | 14% | -3 | 12% | -6% | 25%
41 | CCn1c(=O)n(CC)c2cc(N3CCCC3)c(NC(=O)c3ccc(C)c([N+](=O)[O-])c3)cc21 | 11% | 0% | -21% | -11% | 15% | 66 | 0% | -7% | -9%
42 | Cc1c(C(=O)OCC(=O)N2CCCC(C)C2)oc2ccccc12 (configuration not stated) | ? | -8% | 0% | -1% | 2% | -9 | -13% | -6% | ?
43 | O=C(CSc1nnc(-c2ccc(NS(=O)(=O)c3ccccc3)cc2)o1)NCC1CCCO1 (configuration not stated) | 1% | -20% | 1% | -12% | -5% | -18 | -1% | 0% | -2%
44 | CCn1c(SCC(=O)Nc2nc(-c3ccccc3)cs2)nnc1-c1ccccc1 | 3% | -19% | -3% | -9% | ? | -63* | ? | -16% | 18µM*
45 | Cc1cc(N/C=C/C(=O)c2cccc3ccccc23)no1 | 5% | -1% | 36% | -3% | 3% | 45 | -13% | -3% | -2%
46 | COc1ccc(C(CC(=O)Nc2ccc(C)cn2)N2Cc3ccccc3C2=O)cc1 (configuration not stated) | 1% | 2% | -4% | -2% | 0% | 59 | -12% | 0% | ?
47 | O=C(Cc1ccccc1[N+](=O)[O-])Nc1ccc2c(c1)OCCO2 | -4% | 8% | 1% | -11% | 0% | 3 | -9% | -48% | 5%
48 | C#CCSc1nc(Cc2ccc(Cl)cc2)nc2ccccc12 | ? | -24% | 3% | 3% | 7% | 0 | -2% | 1% | 16µM*
49 | O=C1CC(C(=O)NC2CCCCC2)C2(CCCCC2)O1 (configuration not stated) | -21% | -3% | -9% | 1% | -1% | 14 | 4% | -48%[inhibitor] | 0%
50 | O=C(Nc1nnc([C@@H]2C[C@H](O)[C@@H](CO)O2)s1)c1cccc2ccccc12 | . | 0% | 39%[activator] | -1% | 13% | 17 | 2% | . | -10%
51 | CS(=O)(=O)N(CCc1ccccc1)CC(=O)Nc1ccc(Br)cc1F | 10% | 0% | -18% | -4% | 2% | -1 | -13% | 0% | 0%

Some values from the results shown.
In KB-3-1 tox, CCC(=O)Nc1cccc(NC(=S)NC(=O)c2ccccc2Cl)c1 shows 1%
In HT1080 IDH1KD tx, N#C/C(=C\c1ccccc1C(F)(F)F)C(=O)Nc1ccccc1 shows -3%
